# CDK5 p35 inh – inhibitors of human CDK5/p35 kinase, primary screen, biochemical, single concentration; Cyclin-dependent kinase 5 (Homo sapiens) + Cyclin-dependent kinase 5 activator 1 (Homo …; 330,000 compounds, 0.01% hits; inhibition, % at 10 µM; AID 488839, 2010; Recombinant CDK5/p35, ADP-Glo luminescence, 60 min;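 active means highest replicate inhibition of at least 50% and at least 75% of replicates reaching 50%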;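 further: plate controls were DMSO neutral control for no effect and GW8510 at 10 µM for full effect; many of its hits are not listed in these tables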
# V-ATPase pHluor – regulators of yeast V-ATPase proton pumping, primary screen, pHLuorin cytosolic pH fluorescence | S. cerevisiae | response, % at 10 µM | 350,000 compounds, 0.37% hits; in the data active means response mostly above about 7.3%, no sharp cut-off; inactive means mostly below about 5.4%; further: actives read high; inactives centre near 0; some compounds called inactive have numbers as strong as hits; reference of the scale not given here
# Wnt bcat act – Wnt/beta-catenin pathway activators, primary screen, cell-based, plate reader, single point; activation, % at 9.35 µM; 300,000 compounds, 1.2% hits; Wnt/beta-catenin reporter cell assay, activator; in the data active means activation above about 30%, passing the limit was not always enough;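 further: 0% = neutral control wells and 100% = positive control wells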
# HTR5A inv ctr – HTR5A inverse agonists in luminescence cell assay, primary screen, counter-screen for OPRM1-OPRD1 heterodimer inverse agonist project, full-deck HTS; 340,000 compounds, 0.083% hits; HTR5A cell line, inverse agonism; inhibition, % at 9.3 µM; 5-hydroxytryptamine receptor 5A (Homo sapiens), P47898; in the data active means inhibition mostly above about 23%, no sharp cut-off; inactive means mostly below about 18%;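 further: 0% = cells with DMSO and 100% = no-cell wells with DMSO; some compounds called inactive have numbers as strong as hits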
# Target sequence (P47898 whole entry, looked up): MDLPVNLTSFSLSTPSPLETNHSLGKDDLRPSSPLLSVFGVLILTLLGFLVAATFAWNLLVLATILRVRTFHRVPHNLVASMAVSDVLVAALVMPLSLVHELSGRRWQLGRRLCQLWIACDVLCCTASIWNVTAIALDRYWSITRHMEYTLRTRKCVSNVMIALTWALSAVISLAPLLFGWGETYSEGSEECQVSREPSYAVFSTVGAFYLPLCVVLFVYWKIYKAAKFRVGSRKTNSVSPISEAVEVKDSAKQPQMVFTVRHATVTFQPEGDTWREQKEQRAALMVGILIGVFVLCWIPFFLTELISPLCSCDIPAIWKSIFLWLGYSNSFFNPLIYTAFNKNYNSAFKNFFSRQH
# PvdQ inh – P. aeruginosa PvdQ acylase inhibitors, primary screen, biochemical, fluorescence, plate reader and imaging, single point. PvdQ acylase [Pseudomonas aeruginosa LESB58]. purified PvdQ acylase. inhibition, % at 10 µM. 340,000 compounds, 0.063% hits. AID 488965, 2010; in the data active means inhibition above about 30%, passing the limit was not always enough;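 further: 0% = vehicle neutral wells and 100% = reference inhibitor wells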
# dFosB activator – activators of delta FosB homodimer, primary screen, biochemical, fluorescence polarization, TAMRA-CDK5 oligo, single point | 340,000 compounds, 0.99% hits | activation, % at 25 µM | AID 493131, 2011 | purified delta FosB; percent of positive-control signal above neutral wells;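 active means mean activation above about 17%, with every replicate also reaching it, limit read from the data, passing the limit was not always enough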;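 further: fluorescence polarization rise as delta FosB binds a TAMRA Cdk5 AP-1 oligo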
# Target sequence (P13346 whole entry, looked up): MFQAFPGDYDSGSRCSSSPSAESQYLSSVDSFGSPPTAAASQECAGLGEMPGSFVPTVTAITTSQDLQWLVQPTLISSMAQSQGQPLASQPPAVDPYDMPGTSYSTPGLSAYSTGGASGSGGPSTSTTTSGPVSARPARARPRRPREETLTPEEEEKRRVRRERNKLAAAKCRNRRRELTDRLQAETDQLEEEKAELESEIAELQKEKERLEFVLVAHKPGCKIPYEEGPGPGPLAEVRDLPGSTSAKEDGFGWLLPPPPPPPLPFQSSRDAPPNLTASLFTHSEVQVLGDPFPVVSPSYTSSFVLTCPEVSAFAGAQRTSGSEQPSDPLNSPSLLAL
# SR-BI DiI inh – inhibitors of SR-BI mediated HDL lipid uptake, primary screen, ldlA[mSR-BI] cells, fluorescence, single point; Scavenger receptor class B member 1 (Mus musculus), Q61009; ldlA[mSR-BI] CHO cells, DiI-HDL uptake fluorescence, 3 h; inhibition, % at 12.5 µM; 320,000 compounds, 0.96% hits; AID 488896, 2010;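 active means mean replicate inhibition of at least 70% and a set share of replicates each scoring 70 or more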;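 further: 0% = median of neutral control wells and 100% = median of positive control wells; values of inactives mirror those of a sister screen read the other way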
# NSD2 HMT inh – NSD2 histone methyltransferase inhibitors, primary screen, biochemical, AlphaScreen, single concentration, set 2; AID 743445, 2014; inhibition, % at 12.5 µM; 310,000 compounds, 0.54% hits; Histone-lysine N-methyltransferase NSD2 (Homo sapiens), O96028; NSD2 peptide methylation, 120 min; in the data active means inhibition above about 50%
# HTR5A ag ctr – HTR5A agonists in luminescence cell assay, primary screen, counter-screen for OPRM1-OPRD1 heterodimer agonist project, full-deck HTS | 5-hydroxytryptamine receptor 5A (Homo sapiens), P47898 | cell-based | activation, % at 9.3 µM | 340,000 compounds, 0.61% hits | AID 504692, 2011; in the data active means activation mostly above about 9.5%, no sharp cut-off; inactive means mostly below about 7.6%;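 further: 0% = cells with vehicle only and 100% = reference agonist; strong numbers were not always called active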
# MITF act – activators of MITF-driven TRPM1 promoter reporter, primary screen, cell-based, SK-MEL-5, luciferase, single point. AID 588334, 2011. activation, % at 12.5 µM. 300,000 compounds, 0.75% hits. SK-MEL-5 TRPM1-promoter luciferase, 24 h; % of positive control, neutral wells = 0;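 active means mean activation of at least 80% with every replicate also reaching 80%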;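 further: 0% = neutral control wells and 100% = parthenolide positive control wells; values of inactives mirror those of a sister screen read the other way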
# * hit, by the source's call; · = not tested or not shown.
Molecule	CDK5 p35 inh	V-ATPase pHluor	Wnt bcat act	HTR5A inv ctr	PvdQ inh	dFosB activator	SR-BI DiI inh	NSD2 HMT inh	HTR5A ag ctr	MITF act
CC[C@@]12C(=O)N(c3cccc(Cl)c3)C(=O)N1[C@H](c1ccc(Br)cc1)[C@@H]1C(=O)N(C(C)(C)C)C(=O)[C@@H]12	-1.0	5	-1	2	3	-11	-24	·	0	12
CN(C(=O)COc1ccc(Cl)cc1Cl)c1nnc(C23CC4CC(CC(C4)C2)C3)s1	0.5	-6	-3	4	-2	-6	4	·	-1	·
O=C(CCCCl)NC(=S)Nc1ccc(N2CCOCC2)cc1	0.2	2	14	·	-12	-7	-5	-2	·	·
Cc1occc1-c1nnc(SCC(=O)Nc2c(F)cccc2F)n1C	-3.2	6	-3	-22	-2	-5	-22	-4	6	4
Nc1nnnn1/N=C/c1ccc(O)cc1	2.9	-4	·	-19	-4	-1	0	-1	-1	·
CCN1CCN(c2ccc(NC(=O)c3cccnc3)cc2Cl)CC1	3.3	1	-1	4	3	7	-2	1	-1	15
Brc1c(CSc2nncc3ccccc23)nc2ccccn12	3.6	-2	0	14	13	-12	37	1	5	12
O=C(NC1CC2CCC(C1)N2Cc1nnnn1Cc1ccco1)NC12CC3CC(CC(C3)C1)C2 (stereo not given)	-0.2	0	-4	2	0	3	20	7	2	-12
COc1cc2[nH]c(=O)n(CCCCCC(=O)NCCCN3CCC(C)CC3)c(=O)c2cc1OC	-1.6	-2	·	7	-5	4	·	2	-2	·
COc1cc(CN2CCNC(=O)C2CC(=O)N(C)CCN2CCOCC2)cc(OC)c1 (stereo not given)	0.0	5	-2	-9	-7	-13	-11	-2	-2	7
COc1ccccc1/C=C(/C(=O)OCC(=O)Nc1ccc(N(C)C)cc1)c1ccccc1	0.1	-4	1	5	9	-4	-24	-3	0	-9
Cc1ccc(C)c(NS(=O)(=O)c2ccc3c(c2)NC(=O)CCS3)c1	2.0	2	-2	-3	-4	-8	-5	-3	0	0
COc1cccc(S(=O)(=O)Nc2ccc(C(=O)NCc3ccco3)cc2)c1	-0.9	5	·	5	-9	-1	-4	2	7	0
Cc1ccnc(NC(=O)c2ccc(S(=O)(=O)NCc3ccco3)cc2)c1	-3.6	2	8	-8	-20	5	-4	4	3	-1
CC(OC(=O)CSc1ccc([N+](=O)[O-])cc1)C(=O)NC1CC1 (stereo not given)	1.0	0	-2	9	10	0	-1	-4	3	-3
COc1cc(C(=O)Nc2cccc(S(=O)(=O)N3CCCC3)c2)cc(OC)c1C	-3.0	-3	-1	-21	-5	-7	58	2	7	-11
N#CC(C(=O)NC1CC1)c1nc2ccccc2nc1N1CCN(C/C=C/c2ccccc2)CC1 (stereo not given)	-0.4	4	2	13	-12	-6	-9	0	5	·
Cc1nc2nc(CNC(=O)OC(C)(C)C)nn2c(C)c1CCC(=O)Nc1ccc2c(c1)OCO2	1.6	-1	1	9	-4	-4	43	-1	-1	2
O=C(c1cccc(O)c1)N1CCN(C(=O)C2CC2)CC1	-1.4	-1	0	-9	-1	2	-31	0	4	-11
CCSc1nnc(-c2ccncc2)n1Cc1ccccc1	2.9	-1	·	-10	9	1	-22	·	-7	13
O=C(Cn1cc2c(n1)CCCC2)NC1CCN(Cc2ccccc2)CC1	0.4	-2	-3	16	-9	4	-4	·	-6	-8
NC(=O)CSc1nc2scc(-c3ccc(Cl)cc3)c2c(=O)n1Cc1ccccc1	-0.6	2	5	19	-7	9	-9	-1	-8	-6
COc1ccc(CNC(=O)CN=C2NC(=O)C(c3ccccc3)(c3ccccc3)N2)cc1	1.6	2	-3	13	-2	-5	-38	2	-3	1
CCO/N=C/c1ccc(OC)c(Oc2nc(OC)cc(OC)n2)c1	1.2	1	·	11	-7	-1	2	-6	1	-18
CCOc1cc(C=O)cc(Br)c1OCC(N)=O	0.2	0	-3	5	-16	-2	-11	-2	-2	-4
Cn1c(N)c(C(=O)COC(=O)C2(c3ccc(Cl)cc3)CCCC2)c(=O)n(C)c1=O	0.9	1	·	-15	0	-3	14	-14	7	-2
c1cncc(CNC2CCCc3ccccc32)c1 (stereo not given)	0.6	0	·	-23	22	7	-19	3	5	·
CCC1([N+](=O)[O-])COC(c2ccc(Cl)cc2)OC1 (stereo not given)	1.9	-1	3	-1	-10	-5	-7	-2	0	-4
c1ccc(-n2cc(CN3CCC(N4CCOCC4)CC3)c(-c3ccc4c(c3)OCO4)n2)cc1	-1.2	-2	0	-27	18	2	-13	10	9	15
COc1ccc(-c2[nH]ncc2CNCCn2cccn2)c(F)c1	2.0	8	-1	-18	-9	-3	·	-1	-2	-8
COc1ccc(/C=C2\SC(=S)N(CCCC(=O)NC3CCCC3)C2=O)cc1OC	0.1	0	-2	13	-15	-16	33	-1	-2	-33
CC(C)(C#CCN1CCCC1)OCCC#N	-3.0	5	·	2	3	4	-11	-5	-2	-3
COc1cccc(S(=O)(=O)N2CCOCC2)c1	0.2	-1	·	1	-12	-7	-9	0	6	-11
O=C(NCc1cccnc1)c1ccc(-c2cccc(Cl)c2Cl)o1	-2.4	-3	1	-16	-9	-25	6	·	6	-13
CC1CC(C)CN(C(=O)COC(=O)Cc2ccc(Br)cc2)C1 (stereo not given)	0.0	-1	4	-3	-3	0	-2	-5	1	-7
CCN(C[C@H]1N[C@@](Cc2ccccc2)(C(=O)OC)[C@H]2C(=O)N(C)C(=O)[C@@H]12)S(=O)(=O)c1ccc(OC(F)(F)F)cc1	-0.7	-2	-4	-10	-13	-28	-18	·	3	7
COCC(=O)N(C)C1(c2nnnn2CCOC(=O)Nc2ccc(Cl)cc2)CCCC1	2.4	-4	-3	0	-9	-14	10	·	4	6
COc1ccc(N2CCN(C(=O)c3ccc(CS(=O)(=O)c4ccccc4C)o3)CC2)cc1	-2.8	2	0	-5	-12	-7	18	·	8	·
O=C(Nc1c(C(=O)C2CC2)oc2ccccc12)c1ccc(Cl)cc1	-3.8	-7	0	-13	0	-5	11	1	-2	1
COc1ccc(-c2cc(CNS(=O)(=O)c3ccccc3)on2)cc1	1.5	-4	-2	-7	3	-3	-1	6	3	18
Cc1cccc(N2CCN(CC(=O)Nc3ccc(S(=O)(=O)N4CCOCC4)cc3)CC2)c1C	-5.8	7	2	14	-5	-4	66	0	0	-17
O=C(C(=O)N1CCN(c2ccccc2F)CC1)c1cn(CC(=O)N2CCOCC2)c2ccccc12	0.0	-4	-1	13	-10	1	31	-1	-1	-6
CC(=O)c1cc(CN2CCC(n3nccc3NC(=O)c3ccccc3C)CC2)cs1	-1.4	3	-1	3	-17	-1	-18	-2	-1	-3
COc1cc(C2C(C(=O)c3cccs3)=C(O)C(=O)N2Cc2ccco2)cc(OC)c1OC (stereo not given)	0.7	3	·	-21	-10	-11	-9	0	-1	10
CCn1cc(C(=O)NCCc2ccc(OC)c(OC)c2)c(=O)c2cc(S(=O)(=O)N3CCOCC3)ccc21	-1.0	2	3	6	-26	-14	24	-2	6	6
O=C(CCC(=O)OCC(=O)c1ccc([N+](=O)[O-])cc1)NC1CCCCC1	-0.9	2	-1	-18	-5	-4	-35	0	-5	-8
O=C(Cc1ccc2c(c1)OCCO2)N/N=C/c1ccco1	-4.8	0	-1	-9	-8	-1	-8	1	4	12
Cc1cc(C)c(C(N)=O)c(SCC(=O)c2cc(C)c(C)cc2C)n1	-1.1	-3	·	11	-6	1	11	-1	3	16
Cc1ccc(S(=O)(=O)NNC(=S)Nc2c(Cl)cccc2Cl)cc1	-2.4	-2	-2	-17	-7	0	-17	-1	-1	·
COc1ccccc1S(=O)(=O)Cc1ccc(C(=O)NCC(OC)OC)o1	0.0	-4	3	6	10	4	-23	12	-1	-1
Nc1ccccc1OCCOCCOc1ccccc1N	-1.5	0	·	26	8	-6	3	-5	-2	·
COc1cccc(/C=N/Nc2ccnc(=O)[nH]2)c1O	3.4	-1	14	6	10	-2	4	-1	-2	-4
Cc1cc(-c2cccs2)c(C#N)c(=S)[nH]1	-4.2	-5	3	-9	2	3	34	2	-5	·
Clc1cccc(C2CCN(Cc3nc(COc4ccccc4)no3)C2)c1 (stereo not given)	-2.4	1	-2	-5	-16	-8	11	-1	2	-7
O=C(/C=C/Nc1ccc(S(=O)(=O)Nc2ncccn2)cc1)c1ccc2ccccc2c1	-0.6	4	7	-13	7	4	-9	0	5	15
CCCCC(=O)NCc1ccc2c(c1)cc(C)n2C	0.6	-2	·	10	3	-2	1	0	2	·
O=C(c1ccco1)N1CCN(Cc2cc(=O)c(OCc3ccccc3F)co2)CC1	-2.0	-1	2	-12	-17	-7	11	·	2	3
CCOC(=O)c1ccccc1NC(=S)N1CCN(C(=O)c2ccco2)CC1	-0.6	1	-1	-10	5	-11	-10	3	-10	-3
COCc1cc(C)nc2sc(C(=O)Nc3nccs3)c(N)c12	-0.9	1	6	-1	-8	-14	44	·	0	·
O=C(COC(=O)c1cnccn1)NCc1ccccc1	-1.4	-3	·	-19	-10	1	-28	2	2	3

# Going on with the list.
Molecule	CDK5 p35 inh	V-ATPase pHluor	Wnt bcat act	HTR5A inv ctr	PvdQ inh	dFosB activator	SR-BI DiI inh	NSD2 HMT inh	HTR5A ag ctr	MITF act
COc1ccccc1N(CC(=O)NC(C)(C)C)C(=O)c1ccc(Cl)nc1	1.2	1	1	10	-3	0	-27	0	-4	-7
Cc1ccc(NC(=O)c2ccccc2-c2cc(C)no2)cc1	-1.4	1	0	17	-4	-4	-19	0	-7	-5
COc1ccc(Cn2c(-c3ccc(OC)c(O)c3)nc3ccccc32)cc1O	-1.2	3	4	-8	-1	-1	4	6	3	41
COc1ccc(-c2csc(NC3CCCCC3)n2)c(OC)c1	-1.1	1	5	-17	-19	-7	16	3	1	56
CC(C)(C)OC(=O)N1CCCC(C(=O)CC#N)C1 (stereo not given)	0.6	-4	4	-14	8	-2	-15	-14	4	-6
CCCCC(=O)Nc1cc(NC(=O)CCCC)cc(C(=O)O)c1	-0.2	-7	·	-17	-2	-2	-34	4	6	5
COc1ccc(NC(=O)Cc2ccccc2F)cn1	3.9	-1	-2	25	11	-2	-41	-2	0	-7
Cc1sc2nc(CC(=O)NN)[nH]c(=O)c2c1C	-1.4	0	-3	-14	-10	-7	·	-2	-3	15
COc1ccc(CC(=O)NC2CCS(=O)(=O)C2)cc1 (stereo not given)	-0.4	-2	0	-6	-10	-2	-5	-1	1	2
CCc1nnc(NC(=O)C2CCCN2S(=O)(=O)c2ccccc2)s1 (stereo not given)	-1.7	1	0	6	-5	-12	-11	-2	0	8
CC(C)(C)NC(=O)C(=O)NNC(=O)c1ccccc1Br	-0.5	-2	-1	23	-16	-7	-9	3	0	12

# Screens: PubChem, several laboratories
